Bioassay records deposited in PubChem BioAssay by several laboratories.
PERK inh: block of dimerizer-induced PERK translation repression, primary screen, PERK inhibitor project, CHO PERK-DD cells, SEAP luminescence, HTS; AID 1416, 2008; inhibition, % at 5.6 µM; 220,000 compounds, 0.17% hits; CHO PERK-DD fusion, SEAP luminescence translation reporter;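 active = inhibition above the mean inhibition of all tested compounds plus 3 SD, set separately per screening campaign, cut at about 2.9% in these data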;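 also: PERK kinase domain activated by AP20187 dimerizer at 100 nM; 0% = DMSO with dimerizer and 100% = rapamycin at 8.4 µM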
EP2 mod: EP2 receptor modulators, cAMP readout, primary screen, cell-based, HTRF cAMP, PGE2 stimulation | EP2-expressing cells, cAMP HTRF FRET, PGE2 co-stimulation | 260,000 compounds, 0.83% hits | induction, % at 25 µM | Prostaglandin E2 receptor EP2 subtype (Homo sapiens), P43116 | AID 940, 2007;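 active = compounds whose cAMP rise, as percent of the full-agonist control response, exceeds 60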;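 also: rat C6 glioma line stably carrying human EP2 under a CMV promoter; the protocol text gives 20 µM as final concentration; 100% = response of wells given 1 µM PGE2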
Target sequence (P43116 whole entry, looked up): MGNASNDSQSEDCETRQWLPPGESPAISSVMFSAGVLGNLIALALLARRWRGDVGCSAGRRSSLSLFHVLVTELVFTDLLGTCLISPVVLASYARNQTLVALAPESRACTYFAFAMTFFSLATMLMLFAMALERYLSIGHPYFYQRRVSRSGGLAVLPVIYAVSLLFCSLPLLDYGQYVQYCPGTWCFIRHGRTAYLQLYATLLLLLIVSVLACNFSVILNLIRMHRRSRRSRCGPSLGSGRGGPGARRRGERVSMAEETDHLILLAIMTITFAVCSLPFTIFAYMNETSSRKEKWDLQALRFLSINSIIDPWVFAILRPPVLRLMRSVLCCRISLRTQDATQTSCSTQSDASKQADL
Ba/F3 V617F tox: reduced viability of JAK2V617F-dependent Ba/F3 cells, primary screen, JAK2V617F inhibitor project, cell-based, Ba/F3 EpoR-JAK2V617F, luminescence. ATP luminescence. inhibition, % at 5.6 µM. 220,000 compounds, 1.1% hits;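 active = inhibition above the campaign mean plus 3 SD over all tested compounds, cut at about 24% in these data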;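 also: cytokine-independent growth of Ba/F3 cells driven by EpoR plus mutant JAK2; 0% = DMSO-treated cells and 100% = JAK inhibitor I control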
TRPML3 agonist: human TRPML3 channel agonists, primary screen, cell-based, HEK293 TRPML3-YFP, Fluo-8 calcium fluorescence, 3 µM; 220,000 compounds, 0.29% hits; 100% = the carbachol control signal; AID 1448, 2008; activation, % at 3 µM;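 active = activation above its plate's cutoff, the mean activation of the plate's test wells plus 3 SD, cut at about 12% in these data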;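 also: 0% = DMSO only wells and 100% = carbachol wells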
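Test system: HEK293 cells stably carrying human TRPML3-YFP; Doses: single dose, 3 µM final nominal compound, 0.3% DMSO final; Schedule: dye loading 1 h 37 °C then 30 min ambient, 125 s read; Technique: Fluo-8 calcium fluorescence; Benchmarks: high control carbachol 87 µM, low control DMSO.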
S1P4 antagonist: S1P4 receptor antagonists, primary screen, cell-based; Sphingosine 1-phosphate receptor 4 (Homo sapiens), O95977; S1P4-expressing cells, antagonist mode, reporter read-out; 220,000 compounds, 0.26% hits; inhibition, % at 4.98 µM; in the data active = inhibition above about 29%;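 also: 0% = wells stimulated with agonist and 100% = vehicle wells without agonist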
Target sequence (O95977 whole entry, looked up): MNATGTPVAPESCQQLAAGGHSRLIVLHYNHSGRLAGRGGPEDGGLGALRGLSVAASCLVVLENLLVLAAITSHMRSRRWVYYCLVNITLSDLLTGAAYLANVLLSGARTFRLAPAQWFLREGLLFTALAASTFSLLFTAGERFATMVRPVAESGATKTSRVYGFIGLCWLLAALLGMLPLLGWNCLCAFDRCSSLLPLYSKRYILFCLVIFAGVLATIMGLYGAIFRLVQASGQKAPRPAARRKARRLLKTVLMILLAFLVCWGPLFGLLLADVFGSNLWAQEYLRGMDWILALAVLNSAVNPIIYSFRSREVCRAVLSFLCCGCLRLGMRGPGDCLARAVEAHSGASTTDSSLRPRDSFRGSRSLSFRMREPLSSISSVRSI
zfTRPN1 agonist: zebrafish TRPN1 channel agonists, primary screen, cell-based, HEK293, calcium fluorescence; transient receptor potential cation channel N1 (TRPN1/NompC), Danio rerio; HEK293 zebrafish TRPN1-YFP, Fluo-8 calcium fluorescence; 100% = response to 87 µM carbachol; activation, % at 3 µM; 220,000 compounds, 0.18% hits;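 active = activation above its plate's cutoff, the mean activation of test wells on that plate plus 3 SD, cut at about 19% in these data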;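 also: 0% = DMSO alone and 100% = 87 µM carbachol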
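Material: zebrafish TRPN1-YFP in HEK293 cells; Doses: single test compound dose, 3 µM nominal, 0.3% DMSO; Timing: dye loading 1 h at 37 °C, then 30 min room temperature; Technique: intracellular calcium fluorescence with Fluo-8; Benchmarks: high carbachol 87 µM, low DMSO alone.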
S1P4 agonist: S1P4 receptor agonists, primary screen, cell-based. S1P4-expressing cell line, agonist reporter assay. activation, % at 4.98 µM. 220,000 compounds, 0.35% hits. AID 1509, 2009; in the data active = activation above about 11%;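 also: 0% = DMSO vehicle and 100% = reference agonist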
BaF3 tox: parental Ba/F3 cell viability inhibition, counter-screen for JAK2V617F inhibitor project, murine pro-B, CellTiter-Glo luminescence; CellTiter-Glo ATP luminescence; AID 1486, 2009; inhibition, % at 5.6 µM; 220,000 compounds, 1.1% hits;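 active = inhibition above a per-campaign cutoff, the mean inhibition of all tested compounds plus 3 SD, cut at about 27% in these data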;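 also: 0% = DMSO wells and 100% = JAK Inhibitor I control wells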
m-calpain inh: inhibitors of pig calpain II, primary screen, biochemical, fluorogenic peptide substrate, 1536-well | purified calpain II, 30 min | 220,000 compounds, 0.37% hits | inhibition, % at 16 µM | AID 1236, 2008;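 active = inhibition above about 50%, limit read from the data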
Starred values were filed as active, the others as inactive; & = joins results of further samples.

SMILES	PERK inh	EP2 mod	Ba/F3 V617F tox	TRPML3 agonist	S1P4 antagonist	zfTRPN1 agonist	S1P4 agonist	BaF3 tox	m-calpain inh
CC(=O)c1ccc(Oc2nc3c(c(=O)n(C)c(=O)n3C)n2C)cc1	1.6	-21.4	5.2	0.7	3.6	0.4	1.1	10.4	19.6
C=CCNC(=O)c1ccc(Sc2ccc(C)cc2)c([N+](=O)[O-])c1	0.6	-30.5	0.5	0.5	-14.1	0.0	-0.6	1.6	-13.8
C/C(=N/NC(=O)CSc1ccccn1)c1ccc([N+](=O)[O-])cc1	0.5	-31.5	-2.1	0.7	-9.0	0.1	-0.1	0.4	15.7
Cc1c(Cl)cccc1N1C(=O)CC(NNC(=O)c2cccnc2)C1=O (stereo not given)	0.5	-9.4	-0.6	0.1	-15.7	2.1	-1.4	2.0	-82.9
Cc1cc(C)nc(N2CCCC(C(=O)NCc3cccc(C(F)(F)F)c3)C2)n1 (stereo not given)	1.3	9.0	-3.4	0.1	0.0	0.9	-0.7	7.8	-4.9
O=[N+]([O-])c1ccc(SCCc2ccncc2)cc1	1.7&1.0	-13.7&-5.9	-1.4&-2.1	0.0&0.7	1.6&8.2	0.2&0.6	0.8&-0.2	-1.6&-1.6	4.5&1.7
Cc1ccc(S(=O)(=O)N2CC(=O)Nc3ccccc32)cc1C	1.1	-21.6	1.7	0.0	-8.6	1.0	0.2	5.2	-9.1
Cc1ccc(SCCNS(=O)(=O)c2ccc(F)cc2)cc1	-0.1	35.0	-3.1	-0.5	-1.5	-2.7	2.6	2.8	18.2
CCOC(=O)c1cn(-c2ccccc2)nc1-c1ccncc1	-0.3	16.4	-2.5	-0.4	-0.1	-0.9	0.6	3.3	20.9
COc1ccc(-c2c(C#N)c(N)nc(Sc3ccc(Cl)cc3)c2C#N)cc1	2.5	3.3	-6.8	-0.5	-0.8	-0.5	-1.0	4.0	27.1
COc1ccc(-c2csc(C3=C(O)CN(Cc4ccc(S(N)(=O)=O)cc4)C3=N)n2)cc1OC	0.3	-0.8	-2.4	0.2	-10.3	0.0	2.5	2.3	-9.4
CCn1nc(C)c(CN2CCc3c([nH]c4ccccc34)C2c2ccc(F)c(OC)c2)c1C (stereo not given)	0.9	24.9	0.3	0.7	-11.4	0.8	3.8	5.0	-74.1
Cc1cccc(-c2csc(N)c2C(=O)OC(C)C)c1	-0.2	95.7*	0.1	-0.3	-8.8	-3.6	1.5	5.8	3.2
Cc1nc2ccccc2n1/N=C/c1ccc([N+](=O)[O-])s1	1.2	-48.5	0.4	-0.1	-0.4	-0.1	1.0	2.8	1.4
C/C(=N\OCC(=O)Nc1ccc2c(c1)OCCO2)c1ccc2c(c1)OCCO2	-0.1	3.3	3.7	-0.3	-7.8	-0.4	-0.2	8.7	24.9
Cc1cc(-c2ccccc2)nc(N(C)NC(=O)C2CC2)c1S(C)(=O)=O	0.8	-27.1	1.0	1.1	-9.4	1.1	-0.5	3.0	-12.4
COc1cc(C(C[N+](=O)[O-])c2c(-c3ccccc3)cc3ccccn23)cc(OC)c1OC (stereo not given)	-0.9	24.2	-1.2	0.4	-0.8	-1.1	0.0	4.9	-151.8
Cc1cc(C)n(CC(C)C(=O)O)n1 (stereo not given)	1.0	22.6&39.0	-2.6	0.6	-3.2	0.6	0.8	4.3	0.6
Cc1ccc(OCCN2C(=O)c3ccccc3C2=O)c([N+](=O)[O-])c1	-0.7	5.9	-0.7	-0.2	-13.1	0.9	2.4	-1.0	10.8
CCC(=O)NNC(=O)c1c(O)c2ccccc2[nH]c1=O	-0.2	1.4	-2.6	0.6	-4.4	1.0	-0.2	6.8	-12.8

Among those listed so far, two have a thiophene ring, fused or not.
SMILES	PERK inh	EP2 mod	Ba/F3 V617F tox	TRPML3 agonist	S1P4 antagonist	zfTRPN1 agonist	S1P4 agonist	BaF3 tox	m-calpain inh
Cc1cccc(-c2csc(N)c2C(=O)OC(C)C)c1	-0.2	95.7*	0.1	-0.3	-8.8	-3.6	1.5	5.8	3.2
Cc1nc2ccccc2n1/N=C/c1ccc([N+](=O)[O-])s1	1.2	-48.5	0.4	-0.1	-0.4	-0.1	1.0	2.8	1.4

(cont.)
SMILES	PERK inh	EP2 mod	Ba/F3 V617F tox	TRPML3 agonist	S1P4 antagonist	zfTRPN1 agonist	S1P4 agonist	BaF3 tox	m-calpain inh
COc1c(F)c(F)c(C(=O)O)c(Nc2ccccc2C)c1F	0.5	44.4	-2.7	1.1	5.6	-0.2	0.9	2.0	-0.9
CCOC(=O)c1ccc(NC(=O)CSc2nnc(CNc3ccc(OC)cc3)n2C)cc1	0.2	31.2	1.1	-0.5	15.3	-0.2	1.2	5.5	5.7
CCOc1cc(C(c2c(C)[nH][nH]c2=O)c2c(C)[nH][nH]c2=O)ccc1OS(=O)(=O)c1ccc(C)cc1	-0.2	37.5	-2.1	0.5	13.5	-0.2	-1.6	1.6	-50.5
COC(=O)NNC(=O)C12CC3CC(CC(C3)C1)C2	0.7	4.9	-2.7	0.7	-6.7	0.4	0.2	1.9	-14.8
NC(=O)c1nn(CC(=O)Nc2ccc3c(c2)OCO3)cc1[N+](=O)[O-]	0.0	22.4	2.9	0.2	-10.3	0.6	1.8	8.9	3.3
N#Cc1c(N)nc2c(c1-c1ccncc1)CCCC2	0.4	-5.0	-2.3	0.3	20.1	1.6	-1.0	0.9	-177.2
COc1cc(CNCCSc2nnnn2C)cc(Br)c1OCc1ccccc1F	-2.1	-33.5	-2.5	-0.4	-5.7	-1.6	2.2	2.2	18.9
Cc1ccccc1Cn1cccc1/C=C1/C(=N)N2C=CSC2=NC1=O	-2.1	15.9	1.6	0.9	7.3	0.0	0.1	8.5	-29.2
Cc1nc(P(=O)(c2ccccc2)c2ccccc2)c(N2CCOCC2)o1	0.3	14.8	2.0	0.6	5.5	0.2	1.8	3.3	-30.2
Cc1cccc(C(=O)Nc2cccc(-c3cnc4ccccc4n3)c2)c1	0.6	1.1	3.1	0.5	-22.1	1.3	-0.2	3.2	11.3
Cc1ccc(-c2cc(-c3ccccc3)no2)c(O)c1	0.5	6.0	-2.0	0.2	12.7	2.3	-1.2	1.9	0.9
O=C(Nc1cnn(Cc2ccccc2)c1)c1cc2nc(-c3ccco3)cc(C(F)(F)F)n2n1	-0.1	0.8	-2.3	0.8	-10.0	1.0	0.5	8.1	-73.1
c1ccc(-c2nc(CSc3nnc(-c4cccs4)o3)cs2)cc1	0.9	-38.0	-1.5	0.9	-13.4	0.0	1.0	7.3	20.4
COc1ccccc1N(C(=O)NCc1ccccc1)C1=NCC(C)S1 (stereo not given)	0.7	68.7*	0.3	-0.8	21.5	-0.9	0.4	9.4	-3.3
Cc1cc(C)n2c(SCC(=O)N(CC(C)C)c3c(N)n(CC(C)C)c(=O)[nH]c3=O)nnc2n1	0.2	-13.8	1.4	-0.6	-8.6	4.5	0.1	6.0	-20.2
COc1ccc(-c2nnc(SCC(=O)c3ccc(C)o3)o2)cc1	0.8	-20.7	-1.4	0.4	6.3	0.1	0.6	3.9	-6.0
CCOC(=O)C1=C(C)NC(=O)NC1c1ccc(C)o1 (stereo not given)	0.5	3.4	-3.0	-0.8	-26.8	0.5	1.9	0.5	-31.5
COC(=O)c1ccc(CSc2nnc(Nc3ccc(OC)cc3)s2)o1	0.5	-23.6	-1.4	-0.5	10.6	-0.3	1.7	2.8	-30.8
O=C(CC12CC3CC(CC(Br)(C3)C1)C2)Nc1cccc(S(=O)(=O)NC2=NCCC2)c1	0.5	-9.2	-3.3	1.0	-11.7	1.0	1.5	0.8	1.4
C/C(=N\NC(=O)c1cccc([N+](=O)[O-])c1)c1cccc(NC(=O)C2CC2)c1	0.2	-27.5	-1.0	0.7	-8.5	0.8	-0.7	7.1	-16.4
O=C(Oc1c(Br)cc(C(=S)N2CCOCC2)cc1Br)c1ccc(Cl)cc1	1.3	34.6	-2.5	0.8	-4.0	1.3	4.2	2.5	34.0
CC(C)OCCCNC(=O)c1ccc2c(c1)ncn2C1CCCC1	1.1	-6.4	-3.7	0.2	-14.0	-0.4	1.0	2.4	-14.9
O=C(c1csc2c1CCCC2)N1CCN(c2ccc(F)cc2)CC1	-0.4	-48.1	-5.3	0.9	-4.8	3.0	0.9	-0.9	-0.4
CN(C)[C@@H]1CCC[C@H]1OC(=O)C(c1ccccc1)c1ccccc1	0.7	14.5	-3.0	0.4	-10.1	-0.9	-1.5	3.0	14.8
O=C(Nc1ccccc1)c1ccccc1C(=O)N1CCCCC1	0.1	13.5	-1.6	0.6	-30.2	-0.2	2.0	0.8	-20.2
O=C(Nc1ccccc1O)/C(=C\c1ccccc1)NC(=O)c1ccccc1	0.0	5.2	0.4	1.0	2.8	2.1	2.1	9.7	1.9
COc1ccc(CC(NC(C)=O)C(=O)NC2CCN(c3ncccc3[N+](=O)[O-])CC2)cc1 (stereo not given)	0.2	11.4	3.9	1.2	-18.6	0.3	0.3	9.3	-27.5
COc1cc(C)c(Br)cc1S(=O)(=O)N1CCOCC1	0.0	2.9	-1.0	0.9	-2.2	0.9	-1.2	0.6	-12.2
Cc1ccc(C(=O)C(OC(=O)CN2C(=O)c3ccccc3C2=O)c2ccccc2)cc1C (stereo not given)	0.2	45.1	-2.6	0.4	-16.8	-0.2	-0.2	0.1	-15.4
FC(F)(F)c1cccc(NC(=S)NCC2COc3ccccc3O2)c1 (stereo not given)	1.5	-52.5	-0.5	3.5	-19.4	5.8	-0.2	4.0	30.9
COc1cc(Cl)c(C)cc1NC(=O)COC(=O)C(NS(=O)(=O)c1ccc(Cl)cc1)C(C)O (stereo not given)	0.3	-23.8	1.9	0.0	-10.2	0.6	-0.4	0.8	6.2
O=C(NCc1ccc(Cl)cc1Cl)C1CC(=O)N(Cc2ccccc2)C1 (stereo not given)	0.3	-24.0	3.9	0.7	-16.0	1.1	0.1	12.7	11.3
O=C(CC1CCCC1)OCn1nnc2ccccc2c1=O	0.9	0.2	-0.7	0.7	-10.1	0.6	2.1	8.4	47.3
O=C1Nc2ccc(S(=O)(=O)N3CCCCCC3)c3cccc1c23	-0.3	6.5	-0.2	-0.3	-0.6	1.0	-2.2	10.8	-20.7
O=C(CSc1ccc(Cl)cc1)N1CCN(c2ccc([N+](=O)[O-])cc2Cl)CC1	0.8	-14.6	-1.5	-0.2	-12.0	-0.1	1.8	5.4	6.9
C/C(=N\Nc1nc(N2CCOCC2)nc(N2CCOCC2)n1)c1ccc([N+](=O)[O-])cc1	2.0	4.3	1.9	0.8	4.9	0.3	0.2	5.1	20.9
